From PubChem
Pol eta inh = qHTS for Inhibitors of Polymerase Eta; hit rate 1.2% among 390,000; AID 588591, 2011; Potency, µM (highest dose often 114 µM), without a hit: at the top dose activity change, negative = inhibition, usual class: inhibitors; DNA polymerase eta (Homo sapiens), Q9Y253; recombinant Pol eta, fluorescent DNA replication assay; also: potency is read from the fitted curve at half-maximal effect; % is scaled to controls: 0 for no effect and ±100 for the full control effect
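Pol eta (10 nM) was preincubated with compounds for 15 min at room temperature, after which fluorescent replication substrate (50 nM final) was added to start the reaction. Fluorescence was read kinetically at 0 and 10 min.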
POLB inh = qHTS Assay for Inhibitors of DNA Polymerase Beta; Potency, µM (series often up to 114 µM), for inactives: at the highest dose activity change, negative = inhibition, usual class: inhibitors; P06746; hit rate 1.3% among 340,000; AID 485314, 2010; Pol beta primer extension/strand displacement, fluorescence kinetic; also: potency is read from the fitted curve at half-maximal effect; % is scaled to controls: 0 for no effect and ±100 for the full control effect
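Homogeneous kinetic assay of primer extension and strand displacement by 10 nM Pol beta, preincubated 15 min at room temperature with compound before 50 nM substrate (final) was added. Read at 0 and 10 min; four-parameter Hill fit.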
POLK inh = qHTS for Inhibitors of Polymerase Kappa; DNA polymerase kappa (Homo sapiens), Q9UBT6; purified Pol kappa, fluorescent DNA synthesis assay, 10 min; Potency, µM (titrated, usually from 107 µM), inactives show at the top dose activity, negative = inhibition, hits mostly inhibitors; hit rate 0.53% among 400,000; AID 588579, 2011; also: potency is read from the fitted curve at half-maximal effect; % is scaled to controls: 0 for no effect and ±100 for the full control effect
Target sequence (Q9UBT6 whole entry, looked up): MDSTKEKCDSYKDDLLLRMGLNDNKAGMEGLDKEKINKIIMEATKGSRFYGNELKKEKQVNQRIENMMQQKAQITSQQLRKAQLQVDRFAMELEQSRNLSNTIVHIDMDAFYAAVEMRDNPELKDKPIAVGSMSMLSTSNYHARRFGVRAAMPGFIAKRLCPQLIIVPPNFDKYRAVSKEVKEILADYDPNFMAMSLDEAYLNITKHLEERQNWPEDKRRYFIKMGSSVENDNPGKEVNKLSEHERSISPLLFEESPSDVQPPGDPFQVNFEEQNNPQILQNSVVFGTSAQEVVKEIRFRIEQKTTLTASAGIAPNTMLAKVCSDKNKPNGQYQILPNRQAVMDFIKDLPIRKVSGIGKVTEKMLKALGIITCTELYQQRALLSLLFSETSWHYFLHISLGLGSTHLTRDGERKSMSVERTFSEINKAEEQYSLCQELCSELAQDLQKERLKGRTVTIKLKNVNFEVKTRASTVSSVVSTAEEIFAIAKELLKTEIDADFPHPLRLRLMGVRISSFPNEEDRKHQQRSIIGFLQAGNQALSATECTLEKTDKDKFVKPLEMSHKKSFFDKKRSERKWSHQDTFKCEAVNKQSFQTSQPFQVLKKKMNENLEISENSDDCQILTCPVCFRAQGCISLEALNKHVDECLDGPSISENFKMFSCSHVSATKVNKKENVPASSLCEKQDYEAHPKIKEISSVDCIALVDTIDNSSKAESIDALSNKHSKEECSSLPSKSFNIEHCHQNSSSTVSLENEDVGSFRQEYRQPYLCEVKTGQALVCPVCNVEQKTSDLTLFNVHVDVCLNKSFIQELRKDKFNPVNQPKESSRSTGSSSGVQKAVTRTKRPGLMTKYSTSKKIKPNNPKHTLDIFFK
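10 nM Pol kappa preincubated 15 min at room temperature with compounds, then reaction started with substrate at 50 nM final. Fluorescence read kinetically at 0 and 10 min; buffer-only wells served as negative control.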
BLM inh = qHTS Assay for Inhibitors of Bloom's syndrome helicase (BLM); RecQ-like DNA helicase BLM (Homo sapiens), P54132; recombinant BLM DNA unwinding, fluorescence dequenching; Potency, µM (titrated, usually from 56.1 µM), for inactives: at the top dose activity change, negative = inhibition, actives largely listed as inhibitors; hit rate 0.2% among 350,000;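 also: potency is read from the fitted curve at half-maximal effect; plate controls were vehicle for no effect and no enzyme for full effect; nearly all actives have a fitted effect of over 35% in size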
LDHA block = qHTS assay for inhibitors of human lactate dehydrogenase. hit rate 0.15% among 480,000. L-lactate dehydrogenase A chain (Homo sapiens), P00338. purified LDHA, NADH/diaphorase-resazurin fluorescence; active compounds read low. activity change, % (values are at about 110 or 230 µM). AID 1347041, 2019; in the data active = activity change below about -30%; inconclusive = mostly about -25% to -30%;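 also: plate controls were DMSO wells for no effect and wells without enzyme for full effect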
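Remaining NADH was detected by diaphorase (0.133 mg/mL) converting 37 µM resazurin to fluorescent resorufin, read at 0 and 20 minutes. The preceding 5-minute room-temperature reaction used 2 nM LDHA, 0.2 mM sodium pyruvate and 0.06 mM NADH at pH 7.4.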
Glioma ERSR ind = qHTS for Inducers of the Endoplasmic Reticulum Stress Response (ERSR) in Human Glioma: qHTS; U87-MG GRP78 promoter luciferase reporter, 16 h; Potency, µM, for the others: at the highest dose activation, hits mostly activators; hit rate 0.02% among 420,000; AID 602332, 2012; also: potency is read from the fitted curve at half-maximal effect; series mostly up to about 76 µM; % of control where 0% means no effect; nearly all actives have a fitted effect of over 35% in size
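Stably transfected U87-MG human glioma cells carrying a GRP78-based luminescent sensor were seeded at 1000 cells/well, pin-dosed with compounds and incubated 16 h. Luciferase reagent was then added, and end-point luminescence was read after 10 min at room temperature.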
APE1 inh = qHTS Assay for Inhibitors of the Human Apurinic/apyrimidinic Endonuclease 1 (APE1) | recombinant APE1, TAMRA/BHQ-2 abasic DNA cleavage fluorescence | Potency, µM (highest dose often 65.8 µM), inactives show top-dose activity change, negative = inhibition, most hits filed as inhibitors | hit rate 0.35% among 350,000;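 also: potency is read from the fitted curve at half-maximal effect; plate controls were vehicle for no effect and reference inhibitor for full effect; nearly all actives have a fitted effect of over 55% in size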
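APE1 at 0.75 nM preincubated 15 min at room temperature with compound. Reaction then started with 50 nM double-stranded THF-abasic substrate labelled with TAMRA/BHQ-2, and 525/598 nm fluorescence read kinetically. Activity taken as third-minus-first read difference, normalized to DMSO and NSC13755 controls.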
POLI inh = qHTS for Inhibitors of Polymerase Iota. Potency, µM (highest dose often 115 µM), for inactives: at the highest dose activity, negative = inhibition, usual class: inhibitors. DNA polymerase iota (Homo sapiens), Q9UNA4. hit rate 1% among 390,000. Pol iota fluorescent replication assay, 10 min; also: potency is read from the fitted curve at half-maximal effect
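Fluorescent replication assay read twice, at 0 min and 10 min after adding 50 nM (final) substrate. Enzyme (10 nM) and compounds were first incubated 15 min at room temperature; enzyme-free buffer wells were negative controls.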
Apoferritin bind = qHTS Assay for Identification of Novel General Anesthetics | Ferritin light chain (Equus caballus), P02791 | Potency, µM (top dose mostly 77.5 µM), for the others: at the top dose activity change, negative = displacement, most hits filed as inhibitors | hit rate 0.074% among 350,000 | AID 485281, 2010 | apoferritin/1-aminoanthracene competitive binding, fluorescence; also: potency is read from the fitted curve at half-maximal effect; % is scaled to controls: 0 for no effect and ±100 for the full control effect; nearly all actives have a fitted effect of over 20% in size
Target sequence (P02791 2-175 limits assumed): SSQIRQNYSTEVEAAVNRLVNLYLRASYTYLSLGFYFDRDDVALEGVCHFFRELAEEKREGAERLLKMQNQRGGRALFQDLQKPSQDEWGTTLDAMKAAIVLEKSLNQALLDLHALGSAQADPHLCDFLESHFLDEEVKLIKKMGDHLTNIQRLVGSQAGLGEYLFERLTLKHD
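Apoferritin-based anesthetic binding model; compound displacement of fluorescent 1-AMA measured as endpoint fluorescence after 10 minutes at room temperature, scaled to free-ligand and complex controls.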
* marks the source's active call; other numbers are inactive results; ? = inconclusive; · = not tested or not shown; & = joins results of further samples; [ ] = remark or other dose. Unless noted, calls follow the shape of the dose curve; as a rule, active = well fitted curve in the direction sought with a large enough effect; inconclusive = small, poorly fitted or top-dose-only effect, or another doubt; inactive = no such curve, though single readings can be large; an effect the other way counts as inactive or inconclusive.

SMILES	Pol eta inh	POLB inh	POLK inh	BLM inh	LDHA block	Glioma ERSR ind	APE1 inh	POLI inh	Apoferritin bind
CN(CC(=O)O)S(=O)(=O)c1ccc2c(c1)n(C)c(=O)c(=O)n2C	-3%	15%	-9%	2%	-7	-5%	13%	-7%	0%
CCC(C)NCCC(=O)Nc1ccc(Cl)c(S(=O)(=O)Nc2ccc(Cl)cc2)c1 (stereo unspecified)	?	-28%	-15%	-5%	-13	-5%	-4%	165%[activator]	-19%
CC1(C)OC(=O)C(=CNc2ccccn2)C(=O)O1	-8%	22%	0%	-2%	-1	-3%	-3%	43%[activator]	6%
COc1ccc(CNC(=O)CN(c2ccccc2)S(=O)(=O)c2ccccc2[N+](=O)[O-])cc1	-15%	2%	0%	-10%	-2	-5%	-1%	28%	-19%
O=C(NC1CCCC1)c1ccccc1-c1ccccc1	-17%	17%	-13%	0%	-4	-4%	-1%	43%[activator]	3%
O=C1C(c2ccccc2)NC(=S)N1C1CCCCC1 (stereo unspecified)	-10%	22%	-5%	-8%	-1	-3%	16%	14%	?
C[C@@H]1CN([C@@H](C)CO)C(=O)c2cccc(NC(=O)C3CCCCC3)c2O[C@@H]1CN(C)Cc1ccc(Cl)c(Cl)c1	?	·	-13%	·	3	11%	-20%	-17%	·
CN(C)S(=O)(=O)c1ccc(N2CCCC2)c(C(=O)NCc2ccccc2)c1	-1%	-4%	3%	-12%	-4	-3%	0%	11%	-17%
COc1ccc(S(=O)(=O)N2CCOC2CNC(=O)C(=O)NCCc2c[nH]c3ccccc23)cc1C (stereo unspecified)	-12%	1%	6%	-3%	4	-5%	-3%	1%	-1%
COC(=O)C(/C=N/O)NC(=O)c1ccccc1 (stereo unspecified)	-11%	33%	3%	-3%	-1	-1%	11%	39%[activator]	-5%
CCOc1ccc(NC(=O)CSc2ncc(-c3ccc(F)cc3)n2Cc2ccco2)cc1	-1%	1%	-12%	-13%	-2	-3%	-3%	20%	56%[activator]
O=C(CCCn1ncn2c(cc3occc32)c1=O)NCc1cccc(Cl)c1	4%	4%	-19%	1%	-1	-6%	-19%	-3%	-10%
CCOc1cc(N2CCOCC2)c(OCC)cc1NC(=O)COC(=O)CCn1c(C)csc1=O	-10%	·	-9%	·	1	-3%	-7%	15%	·
Cc1ccc2cc(CN(CCCO)S(=O)(=O)c3ccccc3F)c(=O)[nH]c2c1C	-10%	-1%	-21%	5%	1	-5%	0%[12.4 µM]	27%	-4%
N#Cc1ccccc1NC(=O)CSc1nccn1CCc1ccccc1	-18%	25%	4%	-8%	3	9%	16%	43%[activator]	-12%
CC(C)NC[C@H](O)c1ccc2ccccc2c1	·	·	-6%[19.4 µM]	1%	·	-3%&-3%	-4%	·	5%[29.3 µM]
CC12CCC(=O)N1C(C(=O)Nc1cc(C(F)(F)F)ccc1N1CCOCC1)CS2 (stereo unspecified)	-6%	·	-10%	·	-11	-2%	-4%	11%	·
COc1ccccc1NC(=O)CNc1ccc(F)c(Cl)c1	-16%	14%[57.1 µM]	-9%	5%	-10	-2%	-1%	-7%	-8%
CC(C)CCN1CCN(C2CSCCSC2)CC1CCO (stereo unspecified)	2%	0%	-6%	9%	-6	-4%	14%	7%	-8%
O=C(O)c1ccc(-c2sc(Nc3ccccc3)n[n+]2-c2ccc(F)cc2)cc1	1%	37%	-2%	1%	-9	-2%	26%	?	-3%
O=C(CNC(=O)c1ccc(S(=O)(=O)N2CCCC2)cc1)N/N=C/c1ccc(Cl)cc1	-9%	-29%	-7%	-8%	-1	-5%	0%	-11%	?
CCCCCc1ccc(OCCC[n+]2ccccc2)c(CCCCC)c1	-27%	?	-5%	1%	-1	-14%	-6%	168%[activator]	-17%
COCC1CCN(Cc2cn(-c3ccccc3F)nc2-c2cc(C)sc2C)CC1	-6%	21%	-3%	-5%	-6	-1%	15%	2%	-8%
O=C(CCCNS(=O)(=O)c1cccc2nsnc12)NCc1ccc(Cl)cc1	0%	9%	-8%	-4%	-11	-1%	-1%	-13%	-14%
COC(=O)c1ccc(/C=C/c2ccc3cccc(OC)c3n2)cc1	-14%	14%	0%	-1%	-8	2%	-4%	1%	4%

Sorted by the number under POLK inh (high to low): some entries from above
Compound	POLK inh
COC(=O)c1ccc(/C=C/c2ccc3cccc(OC)c3n2)cc1	0%
O=C(O)c1ccc(-c2sc(Nc3ccccc3)n[n+]2-c2ccc(F)cc2)cc1	-2%
CCC(C)NCCC(=O)Nc1ccc(Cl)c(S(=O)(=O)Nc2ccc(Cl)cc2)c1 (stereo unspecified)	-15%

A second format for some results above.
| Compound | Pol eta inh | POLB inh | POLK inh | BLM inh | LDHA block | Glioma ERSR ind | APE1 inh | POLI inh | Apoferritin bind |
| --- | --- | --- | --- | --- | --- | --- | --- | --- | --- |
| CN(CC(=O)O)S(=O)(=O)c1ccc2c(c1)n(C)c(=O)c(=O)n2C | -3% | 15% | -9% | 2% | -7 | -5% | 13% | -7% | 0% |
| CCC(C)NCCC(=O)Nc1ccc(Cl)c(S(=O)(=O)Nc2ccc(Cl)cc2)c1 (stereo unspecified) | ? | -28% | -15% | -5% | -13 | -5% | -4% | 165%[activator] | -19% |
| CC1(C)OC(=O)C(=CNc2ccccn2)C(=O)O1 | -8% | 22% | 0% | -2% | -1 | -3% | -3% | 43%[activator] | 6% |
| COc1ccc(CNC(=O)CN(c2ccccc2)S(=O)(=O)c2ccccc2[N+](=O)[O-])cc1 | -15% | 2% | 0% | -10% | -2 | -5% | -1% | 28% | -19% |
| O=C(NC1CCCC1)c1ccccc1-c1ccccc1 | -17% | 17% | -13% | 0% | -4 | -4% | -1% | 43%[activator] | 3% |
| O=C1C(c2ccccc2)NC(=S)N1C1CCCCC1 (stereo unspecified) | -10% | 22% | -5% | -8% | -1 | -3% | 16% | 14% | ? |
| C[C@@H]1CN([C@@H](C)CO)C(=O)c2cccc(NC(=O)C3CCCCC3)c2O[C@@H]1CN(C)Cc1ccc(Cl)c(Cl)c1 | ? | · | -13% | · | 3 | 11% | -20% | -17% | · |

(further entries)
SMILES	Pol eta inh	POLB inh	POLK inh	BLM inh	LDHA block	Glioma ERSR ind	APE1 inh	POLI inh	Apoferritin bind
Cc1cc(N)n(-c2cc(C)c3ccccc3n2)n1	-15%	14%	9%	-2%	-2	0%	-6%	8%	-11%
CN1C[C@@H]2[C@@H]3C(=O)N(C)C(=O)[C@@H]3[C@](C)(C1=O)N2C(=O)c1ccc(Cl)c(Cl)c1	-11%	·	-6%	·	-6	-4%	·	?	·
O=C1NC2=C(C(=O)c3ccccc32)C(c2ccccc2)N1 (stereo unspecified)	-2%	41%	-6%	-1%	1	-2%	2%	-5%	-22%
Cc1ccc(NC(=O)c2cc3c(s2)CCCC3)cc1	-12%	3%	-16%	-8%	-3	6%	5%	44%[activator]	-12%
C/C(=N\Nc1nc(Cl)c(Cl)cc1Cl)c1ccc(S(=O)(=O)NCc2ccco2)cc1	-21%	19%	-4%	-1%	-2	1%	2%	-4%	-7%
CCN1C(=O)[C@H]2[C@@H](c3ccc(-c4ccc(OC)cc4)cc3)N[C@@](Cc3ccccc3)(C(=O)OC)[C@H]2C1=O	-3%	·	-6%	·	-3	1%	14%	3%	·
O=C(Nc1ccc(Cl)cc1)Nc1cccnc1	-1%	-8%	-9%	-3%	-34*	2%	5%	8%	-8%
O=C(O)c1ccc(NC(C(=O)c2ccccc2)c2ccccc2)cc1 (stereo unspecified)	4%	·	-8%	·	-5	7%	·	17%	·
O=C(CSc1nc2ccccc2[nH]1)c1c[nH]c2ccccc12	9%	9%	-3%	-8%	-11	-7%	2%	-10%	-10%
CCOc1ccc(-n2c(=O)c3c(C)c(C)sc3n(Cc3c(F)cccc3Cl)c2=O)cc1	·	24%	2%	-3%	-13	·	·	4%	-1%
COc1ccc(OCCC(=O)OCC(=O)NC(=O)NC2CCCCC2)cc1	-7%	?	-25%	-10%	-7	-4%	18%	11%	?
O=C(Cn1cc(COc2ccc(Br)cc2)nn1)c1ccc(O)cc1	-8%	·	-13%	·	-5	-3%	·	10%	·
Cc1ccc(CCNC(=O)c2sc3ncccc3c2-n2c(C)ccc2C)cc1	-12%	?	-12%[60.1 µM]	-4%	-2	-4%	·	-17%	-4%
CCN(CC)C(=O)C1CCN(Cc2cccc(OCc3ccccc3)c2)CC1	14%	27%	-8%	1%	?	-1%	-1%	?	?
CC(C)Cc1nnc(NC(=O)c2ccc(N3CCCC3=O)cc2)s1	-10%	·	3%	·	-5	1%	-6%	14%	·
O=C(c1ccc(CS(=O)c2cccc(Cl)c2)o1)N1CCN(c2ccccn2)CC1 (stereo unspecified)	-18%	0%	-3%	-1%	-3	2%	14%	21%	-7%
CCn1c(=O)c2sccc2n2c(CCC(=O)Nc3ccc(C(C)C)cc3)nnc12	-12%	?	-15%	-2%	-8	-2%	·	15%	?
Cc1ccc(C)c(S(=O)(=O)N2CCCOC2CNC(=O)C(=O)NC2CCCC2)c1 (stereo unspecified)	-22%	22%	-2%	0%	-2	1%	7%	23%	-7%
Cc1ccc(-n2cnc3c(=O)[nH]cnc32)cc1	-19%	·	1%	·	-5	1%	·	72%[activator]	·
COc1ccccc1C/C(N)=N/OC(=O)COc1cc(C)cc(C)c1C	-13%	-25%	-3%[60.1 µM]	-8%	-2	-3%	-2%	?	49%[activator]

These rows are one share of the data, so the mix of outcomes need not match the whole.
